# Screens from PubChem.
# mIAP block: mouse IAP inhibition | purified mouse IAP, CDP-Star luminescence, 30 min | inhibition, % at 10 µM | 0.2% of 330,000 active | AID 2806;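 active = inhibition of at least 40% at 10 µM in the primary screen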;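 note: plate controls were DMSO with enzyme for no effect and no enzyme wells for full effect; values of inactives mirror those of a sister screen read the other way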
# MPTP block: blocks calcium-induced mitochondrial swelling | isolated mouse mitochondria, Ca2+ swelling absorbance, 30 min | inhibition, % at 10 µM | 1.4% of 360,000 active;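 active = inhibition of 50% or more, scaled per plate between neutral and stimulator controls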;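 note: 0% = DMSO wells given calcium and 100% = 1 mM EGTA wells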
# A3A deaminase: human APOBEC3A DNA deaminase inhibition | AID 493011 | inhibition, % at 20 µM | 0.41% of 330,000 active | recombinant A3A, FAM/TAMRA ssDNA deamination fluorescence;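 active = at least 40% inhibition at 20 µM here, with at most 30% in a related deaminase screen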;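 note: plate controls were A3A with DMSO for no effect and wells lacking A3A enzyme for full effect; some results filed as inactive read as strong as hits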
# Target sequence (P31941 whole entry, looked up): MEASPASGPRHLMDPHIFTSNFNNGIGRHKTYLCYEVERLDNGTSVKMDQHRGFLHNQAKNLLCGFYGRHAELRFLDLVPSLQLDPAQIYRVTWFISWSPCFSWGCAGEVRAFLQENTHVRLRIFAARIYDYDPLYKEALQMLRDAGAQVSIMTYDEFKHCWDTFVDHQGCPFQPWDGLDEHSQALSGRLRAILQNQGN
# hIAP act: increases human intestinal alkaline phosphatase activity. 0.16% of 330,000 active. purified human IAP, CDP-Star luminescence, 30 min; hits give high values; 1 = vehicle-only enzyme, 0 = enzyme-free background. activation factor at 10 µM. P09923;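 active = activation factor of the enzyme at least 2-fold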; note: the source names both 10 and 20 µM as test concentration; values of inactives mirror those of a sister screen read the other way
# Target sequence (P09923 whole entry, looked up): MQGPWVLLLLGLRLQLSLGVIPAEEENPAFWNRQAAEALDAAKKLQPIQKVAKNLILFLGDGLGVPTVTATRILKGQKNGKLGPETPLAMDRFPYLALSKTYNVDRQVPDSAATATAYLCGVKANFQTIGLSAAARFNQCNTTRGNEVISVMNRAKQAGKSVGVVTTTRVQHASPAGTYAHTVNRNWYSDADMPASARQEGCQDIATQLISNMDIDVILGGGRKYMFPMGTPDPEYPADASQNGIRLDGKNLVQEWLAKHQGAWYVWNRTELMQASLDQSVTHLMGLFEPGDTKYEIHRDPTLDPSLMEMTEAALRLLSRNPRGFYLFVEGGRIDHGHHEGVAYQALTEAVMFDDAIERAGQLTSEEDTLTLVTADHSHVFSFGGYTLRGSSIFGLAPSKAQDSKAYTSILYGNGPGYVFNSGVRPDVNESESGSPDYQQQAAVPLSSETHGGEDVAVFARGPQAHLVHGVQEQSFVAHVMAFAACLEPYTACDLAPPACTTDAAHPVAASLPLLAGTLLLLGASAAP
# APOBEC3G inh: blocks human APOBEC3G single-stranded DNA deamination; Q9HC16; recombinant A3G, ssDNA deamination FAM/TAMRA fluorescence; inhibition, % at 20 µM; 0.28% of 330,000 active; AID 493012;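 active = inhibition of at least 40% at 20 µM, with no more than 30% in the related APOBEC3A deaminase screen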;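 note: plate controls were DMSO wells with A3G for no effect and wells lacking A3G enzyme for full effect; some compounds called inactive have numbers as strong as hits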
# MIN6 prolif: inducers of beta-cell replication in MIN6 cells. MIN6 cells proliferation, ATPlite luminescence, 48 h; cells starved in 0.2% serum; 100% = growth in 10% serum. AID 2380. proliferation, % at 10 µM. 0.29% of 330,000 active;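 active = compounds whose signal lies at least 3.5 SD above the mean of all wells on their plate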;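 note: 0% = DMSO-treated cells in low-serum medium and 100% = 10% serum control; some compounds called inactive have numbers as strong as hits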
# NR3A LBD binder: modulates the human NR3A ligand-binding domain; NR3A LBD differential scanning fluorimetry, Tm shift; 0% = protein alone, 100% = glycine-bound protein; AID 1259313; 2.5% of 340,000 active; Tm shift relative to glycine control, % at 25 µM;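 active = melting temperature shift of at least 10% of the positive control shift, at one fixed dose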
# mIAP activ: increases mouse intestinal alkaline phosphatase activity. muIAP, CDP-Star luminescence, 30 min; hits give high values; 1 = vehicle-only enzyme signal, 0 = enzyme-free wells. activation factor at 10 µM. 0.24% of 330,000 active. AID 2805;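 active = activation factor of at least 2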; note: the source names both 10 and 20 µM as test concentration; values of inactives mirror those of a sister screen read the other way
#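 Assay system: mouse IAP enzyme; Reagent: CDP-Star chemiluminescent phosphatase substrate; Compound: DMSO-dissolved test compounds; Incubation: 30 min, room temperature; Technique: luminescence from enzymatic CDP-Star hydrolysis; Controls: DMSO-only wells and no-enzyme negative control.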
# hIAP inh: human IAP inhibition; P09923; purified IAP, CDP-Star luminescence, 30 min; inhibition, % at 10 µM; 0.12% of 330,000 active; AID 2544;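 active = inhibition reaching a set limit with compound at 10 µM in the primary screen, cut at about 35% in these data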;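 note: plate controls were DMSO wells with enzyme for no effect and no-enzyme buffer wells for full effect; values of inactives mirror those of a sister screen read the other way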
# * = called active by the depositor; · = not tested or not shown. The order is random; any-hit rate near 5%.
SMILES,mIAP block,MPTP block,A3A deaminase,hIAP act,APOBEC3G inh,MIN6 prolif,NR3A LBD binder,mIAP activ,hIAP inh
CC(C)(C)c1ccc(NC(=O)NCc2ccco2)cc1,-58,3.9,4,1,4,0,-1,1.6,0
COc1ccc(NC(=O)Cn2c(-c3ccccc3)cn(-c3ccc(C)cc3)c2=O)cc1,-2,2.0,-1,1,-3,-1,-3,1,0
CCc1nnc(NC(=O)CSc2nnc(-c3ccccc3O)n2-c2ccc(C)cc2C)s1,4,2.5,-2,0.86,-5,-2,-8,0.96,14
Cc1oc2c(cc(NS(=O)(=O)c3cccs3)c3ccccc32)c1C(=O)OC(C)C,5,0.5,-8,0.98,-7,-3,4,0.95,2
Cc1ccc(Oc2ncnc(N)c2[N+](=O)[O-])cc1C,5,2.4,2,0.84,-6,0,-2,0.95,16
COc1ccc(NC(=O)CSc2nnc(C3CCCCC3)n2N)cc1,1,2.7,6,1.1,-5,1,1,0.99,-10
CC(C)(CC(=O)O)CC(=O)Nc1cc(C(F)(F)F)cc(C(F)(F)F)c1,-5,2.8,-2,1,-8,0,1,1.1,-2
CC(=O)Nc1cccc(C(=O)N2CCN(S(=O)(=O)Cc3ccccc3)CC2)c1,10,-1.1,-4,1,-3,2,2,0.9,-2
CN(CC(=O)Nc1ccc(F)cc1)C(=O)COC(=O)/C=C/c1ccccc1[N+](=O)[O-],-6,0.1,0,0.97,-8,6,-2,1.1,3
Nc1cc(C(=O)OCC(=O)NCCNC(=O)COC(=O)c2ccc(Cl)c(N)c2)ccc1Cl,-5,-2.9,-1,1.1,-3,-2,1,1.1,-7
O=C(NC1CCCCC1)c1cc(-c2ccccc2Cl)on1,-3,0.2,2,1.1,-7,-1,0,1,-14
COc1ccccc1NC(=O)C1CC(C)OC1=O (stereo unspecified),-1,2.2,0,1.1,-1,0,0,1,-12
COc1ccccc1NS(=O)(=O)c1cc(C(=O)NCCC(C)C)ccc1F,3,-2.1,-1,0.95,-7,-2,9,0.97,4
O=C(c1ccco1)N1CCN=C1SCc1ccccc1Cl,-8,-0.8,-4,1.2,-7,0,-4,1.1,-17
CC1=C(C)CC(C(=O)NNC(=O)c2cccc(Cl)c2)C(C(=O)O)C1 (stereo unspecified),-15,-0.9,-2,1.2,-5,-4,2,1.1,-15

# Filtered by structure: those above containing a Cl atom.
SMILES,mIAP block,MPTP block,A3A deaminase,hIAP act,APOBEC3G inh,MIN6 prolif,NR3A LBD binder,mIAP activ,hIAP inh
Nc1cc(C(=O)OCC(=O)NCCNC(=O)COC(=O)c2ccc(Cl)c(N)c2)ccc1Cl,-5,-2.9,-1,1.1,-3,-2,1,1.1,-7
O=C(NC1CCCCC1)c1cc(-c2ccccc2Cl)on1,-3,0.2,2,1.1,-7,-1,0,1,-14
O=C(c1ccco1)N1CCN=C1SCc1ccccc1Cl,-8,-0.8,-4,1.2,-7,0,-4,1.1,-17
CC1=C(C)CC(C(=O)NNC(=O)c2cccc(Cl)c2)C(C(=O)O)C1 (stereo unspecified),-15,-0.9,-2,1.2,-5,-4,2,1.1,-15

# The list goes on.
SMILES,mIAP block,MPTP block,A3A deaminase,hIAP act,APOBEC3G inh,MIN6 prolif,NR3A LBD binder,mIAP activ,hIAP inh
O=C1/C(=C/c2ccco2)SC(=S)N1CC1CCCO1 (stereo unspecified),48*,3.3,56*,0.86,19,-2,2,0.52,14
O=C(NNC(=O)c1cc(Cl)ccc1O)c1cccc(S(=O)(=O)N2CCOCC2)c1,27,3.3,-5,1.7,-12,-3,-5,0.73,-66
Cc1[nH]nc2nc(SCC(=O)NCCC3=CCCCC3)n(-c3ccc(Br)cc3)c(=N)c12,-6,-0.1,-3,1.1,1,-7,1,1.1,-7
Cc1c(C(=O)NCCn2ccc3ccccc32)cccc1[N+](=O)[O-],-1,1.8,-5,0.89,-6,1,-1,1,11
COc1ccc(COCC(O)CN2CCCC(C(F)(F)F)C2)cc1 (stereo unspecified),-6,-2.2,-2,1.1,-5,-1,·,1.1,-8
O=C(CC(C(=O)O)P(=O)(c1ccccc1)c1ccccc1)c1ccccc1 (stereo unspecified),1,-0.6,0,0.8,-5,-4,0,0.99,20
COc1cc(C(=O)NCCCCc2ccccc2)cc(OC)c1OC,-14,0.6,-2,0.9,-2,-1,0,1.1,10
O=C(CCSCCc1ccccn1)Nc1cc(F)ccc1F,2,1.3,-3,0.97,-7,0,-3,0.97,3
C=CCn1c(SCC(=O)NCC2CCCO2)nc2scc(-c3ccc(OC)cc3)c2c1=O (stereo unspecified),-4,0.7,2,1.2,-3,4,-1,1,-23
CCOCCCNC(=S)N1CCN(Cc2ccco2)CC1,5,1.7,-2,0.87,-10,-2,-1,0.95,13
COc1ccc(-n2c(C)cc(C(=O)Cn3nnc4ccccc4c3=O)c2C)cc1,0,0.3,0,1.3,-4,-3,-1,1,-30
CC(=O)NCCc1cnc[nH]1,1,-1.1,-3,0.83,-4,-2,-2,0.99,17
CN(c1ccccc1)S(=O)(=O)c1cc(C(=O)Nc2nc3ccccc3[nH]2)ccc1Cl,6,2.7,2,1.2,-2,-6,-1,0.94,-23
CCOC(=O)C1CCN(C(=O)c2cccc(S(=O)(=O)NCc3ccccc3)c2)CC1,1,-2.0,-2,0.93,0,-1,-5,0.99,8
CCCCOc1ccc(N(CC(=O)NC(C)(C)CC)C(=O)CCC(=O)Nc2ccccn2)cc1,1,-2.5,-3,1,-8,-2,0,0.99,-3
CCC(C(=O)NC1CC(C)(C)NC(C)(C)C1)c1ccccc1 (stereo unspecified),-5,-1.3,-4,1.1,-6,-1,1,1.1,-6
CCc1cc2c(NCc3ccccc3)nc(C)nc2s1,-23,91*,0,1,1,-4,-3,1.2,0
CCN(CC)S(=O)(=O)c1ccc(NC(=O)c2cccc3c2C(=O)N(CCOC)C3)cc1,3,2.8,4,1.1,1,-1,1,0.97,-11
CSCCC(NC(=O)c1ccco1)C(=O)N1CC(C)OC(C)C1 (stereo unspecified),2,1.3,-5,0.98,-6,2,0,0.98,2
O=C(O)c1c[nH]c2c(C(F)(F)F)cccc2c1=O,14,8.0,-1,1.1,-3,1,-2,0.86,-7
COC/C=C/C1=CC2=CC(=O)C(C)(OC(=O)c3cnc4ccccc4n3)C(=O)C2=CO1 (stereo unspecified),18,·,44*,0.88,23,-6,·,0.82,12
Cc1c(F)cccc1NS(=O)(=O)c1ccc2c(c1)c(=O)n(C)c(=O)n2C,-3,0.6,0,1,-3,-3,-3,1,-2
CCSc1nc2sc3c(c2c(=O)n1-c1ccc(C)cc1)CCN(C)C3,-7,0.4,10,0.89,-1,-3,0,1.1,11
CCc1ccc(CNC(=O)C2CC(=O)N(C3CCCC3)C2)cc1 (stereo unspecified),-3,0.3,3,1.2,0,-2,2,1,-18
COC(=O)c1c(-c2ccc(OC)cc2)oc2ccccc12,-8,-2.0,-5,1,-7,6,2,1.1,-4
CC(OC(=O)c1ccc(NC(=O)CC#N)cc1)C(=O)NC(=O)NC1CCCCC1 (stereo unspecified),4,-0.3,0,1.1,-6,2,-4,0.96,-6
ONC(=Nc1ccc(Cl)cc1)c1ccccc1Cl,-3,1.0,0,1.1,-4,3,-1,1,-6
CCn1cc([N+](=O)[O-])c(C(=O)Nc2c(C)nn(Cc3cccc(F)c3)c2C)n1,-3,-2.2,-6,1.3,-5,-1,0,1,-30
O=C(N/N=C/c1ccc([N+](=O)[O-])o1)c1ccc(NS(=O)(=O)c2cccs2)cc1,50*,4.2,12,1.1,1,-1,-10,0.5,-8
CCCCN(C(=O)c1cccc(S(=O)(=O)N2CCN(C)CC2)c1)c1c(N)n(CCCC)c(=O)[nH]c1=O,-2,-1.6,9,1,-10,4,2,1,0
CNC(=S)N/N=C(\C)c1cccc([N+](=O)[O-])c1,-3,-5.5,1,0.99,3,0,2,1,1
Cc1cccc(C)c1NC(=O)CSc1nnc(Cn2nnc(-c3ccccc3)n2)n1-c1ccccc1,1,1.3,-1,0.83,-3,-3,-3,0.99,17
Cn1c(Cc2ccccc2)nnc1SCC(=O)Nc1ccc2c(c1)OCCO2,6,0.4,3,0.83,0,-4,0,0.94,17
Cn1c(N)c(C(=O)c2ccc(Cl)c(S(=O)(=O)N3CCCCCC3)c2)c(=O)n(C)c1=O,-9,-0.5,4,1,-5,-1,1,1.1,-2
Cc1cc(C)n(CC(=O)NNC(=O)c2ccc(S(C)(=O)=O)cc2)n1,2,-0.6,-2,1,-2,0,-1,0.98,-1
COc1ccccc1NC(=O)CN1CC(=O)Nc2ccccc21,-6,3.5,6,1.3,-1,-1,1,1.1,-26
O=C(/C=C/c1cccc(F)c1)NC1CCN(Cc2ccccc2)CC1,-3,-2.4,1,0.97,-12,-1,0,1,3
CCC(C)N1CNc2c(c(=O)[nH]c(=S)n2-c2cccc(C)c2)C1 (stereo unspecified),-8,-0.1,3,1.2,3,-2,3,1.1,-16
Cc1c2cnn(CC(=O)NCCCN3CC(C)CC(C)C3)c(=O)c2c(C)n1Cc1ccccc1Cl (stereo unspecified),-1,-0.8,-12,1.2,-6,-3,-3,1,-16
CCN(CC)S(=O)(=O)c1cc(NS(=O)(=O)c2c(Cl)cccc2Cl)ccc1C,-2,1.9,0,1.1,-4,-1,-27,1,-12
COc1ccccc1N1CCN(C(=O)Cc2cccs2)CC1,1,0.5,-1,0.94,-2,3,-2,0.99,6
CCCC(=O)Nc1nc(C)c(-c2csc(Nc3ccc(Cl)cc3)n2)s1,12,1.5,0,1,-1,-6,4,0.88,-3
O=C(c1cncc(Br)c1)N1CCCc2ccccc21,4,1.0,-4,0.96,-4,5,0,0.96,4
COc1ccc(CC(=O)NC(C)c2nnc(SCCOc3ccc(OC)cc3)n2C)cc1 (stereo unspecified),-3,1.7,0,0.88,0,0,2,1,12
COCCCN(CC(=O)Nc1ccc(N2CCOCC2)cc1)S(=O)(=O)c1ccccc1,-15,0.5,-6,0.9,-8,1,0,1.2,10
Cc1csc(CNc2ncnc3ccc(-c4ccc5c(c4)OCCO5)cc23)c1,-20,1.4,-5,1,-14,-6,-8,1.2,-4
CC(=O)N1CCN(S(=O)(=O)c2cccc(C(=O)NCc3ccc(F)cc3)c2)CC1,6,-0.4,3,0.99,13,2,0,0.94,1
CC(=O)c1ccc(NC(=O)N2CCCC(C(=O)c3ccc4c(c3)OCO4)C2)cc1 (stereo unspecified),1,5.6,-1,1,-2,-1,0,0.99,-3
COc1ccccc1OCC(=O)NC1CCSc2ccccc21 (stereo unspecified),7,-0.1,-2,0.88,-6,0,0,0.93,12
CCCC(=O)Nc1c2c(nn1-c1ccc([N+](=O)[O-])cc1)CS(=O)(=O)C2,-7,4.0,0,0.94,-7,2,-1,1.1,6
C/C(=N/Oc1nc(C)cc(C)n1)c1ccc(Br)cc1,-1,0.5,4,1.1,9,3,-6,1,-13
COc1ccccc1CNC(=O)c1cc(C(C)C)nc2ccccc12,0,-1.5,-2,1.2,-8,-2,-3,1,-16
CN(C(=O)COC(=O)c1cn(-c2ccccc2)nc1-c1ccccc1)C1CCS(=O)(=O)C1 (stereo unspecified),-12,-0.9,-3,0.98,-6,3,-3,1.1,2
Cc1ccc(NC(=O)C2CCCN(c3cnccn3)C2)c(C)c1 (stereo unspecified),2,-2.7,4,1.2,17,-3,2,0.98,-18
CCOC(=O)N1CCC(N2C(=O)c3ccccc3C2=O)CC1,0,-0.1,-3,0.81,-5,-1,-1,1,19
N#CCC(=O)N/N=C/c1c2ccccc2cc2ccccc12,16,1.5,-4,0.98,-4,5,-1,0.84,2
